MrgX1 antagonist = antagonists of human MrgX1 receptor, primary screen, HEK293 cells, Fluo-4 calcium flux; BAM8-22 antagonism; active compounds read low; hit rate 1.3% among 310,000; B-score at 10 µM; AID 588676, 2011; Mas-related G-protein coupled receptor member X1 (Homo sapiens), Q96LB2;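 active means calcium-response B-score plate-corrected more than 3 library SD below zero, starting fluorescence within 5 deviations, no agonist response on first addition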;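 further: peak minus trough fluorescence over baseline after final BAM8-22 challenge near maximal dose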
Target sequence (Q96LB2 whole entry, looked up): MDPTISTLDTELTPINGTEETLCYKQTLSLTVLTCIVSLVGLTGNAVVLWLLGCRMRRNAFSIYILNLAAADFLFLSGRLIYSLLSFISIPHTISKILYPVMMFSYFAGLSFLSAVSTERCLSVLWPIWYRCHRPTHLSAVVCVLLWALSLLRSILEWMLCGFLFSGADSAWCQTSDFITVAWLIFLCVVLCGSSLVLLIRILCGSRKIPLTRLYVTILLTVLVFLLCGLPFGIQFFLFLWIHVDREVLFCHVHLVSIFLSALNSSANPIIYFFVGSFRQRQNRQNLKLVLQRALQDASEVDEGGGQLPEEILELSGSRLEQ
TRPC4 potent = positive allosteric modulators of TRPC4, primary screen, cell-based, mouse TRPC4beta, HEK293 mu-opioid, Fluo-4 calcium. Short transient receptor potential channel 4 (Mus musculus), Q9QUQ5. DAMGO EC20, Fluo-4 Ca2+ flux; active compounds read high. B-score at 10 µM. hit rate 0.42% among 310,000. AID 2227, 2009;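 active means B-score of calcium response area above 5 SD of library B-scores, with initial fluorescence ratio within 5 SD of library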;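 further: B-score of integrated fluorescence ratio over time as area under calcium response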
TRPC6 act = mouse TRPC6 channel activators, primary screen, cell-based, HEK293, membrane potential dye; Short transient receptor potential channel 6 (Mus musculus), Q61143; AID 2550, 2010; HEK293-TRPC6 membrane potential dye fluorescence; active compounds read high; hit rate 0.13% among 310,000; B-score at 10 µM;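 active means B-score of the integrated fluorescence ratio above library mean plus 3 SD, and starting fluorescence ratio within library mean plus 5 SD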;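 further: higher score means more depolarization so channel activation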
SKKanGAS inh = S. pyogenes SKKanGAS growth inhibitors in kanamycin, primary screen, streptokinase expression inhibitor project, SKKanGAS strain, BacTiter-Glo luminescence; inhibition, % at 7.5 µM; hit rate 1.3% among 300,000; AID 1662, 2009; 6 h;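 active means mean replicate score, as percent of positive control median, at least 50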;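 further: strain carries kanamycin resistance gene driven by streptokinase promoter and grows in 40 µg/ml kanamycin; loss of luminescence reflects streptokinase promoter inhibition or plain growth inhibition; 0% = median of DMSO wells and 100% = positive control at its reference dose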
TRPC4 block = inhibitors of mouse TRPC4 channel, primary screen, Fluo4 calcium, HEK293 TRPC4beta/mu-opioid cells; Short transient receptor potential channel 4 (Mus musculus), Q9QUQ5; DAMGO-evoked Fluo4 calcium flux; active compounds read low; B-score at 10 µM; hit rate 0.39% among 300,000;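 active means B-score over 3 SD under the library average, no early fluorescence shift, positive overall ratio signal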
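test system = HEK293 cells with stable TRPC4beta plus mu-opioid receptor expression | detection = Fluo4 Ca2+ flux fluorescence | read-out = integrated fluorescence ratio relative to baseline, converted to per-well B score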
aSyn UTR inh = MLPCN primary screen, SNCA 5' untranslated region | alpha-synuclein 5'UTR reporter, inhibitor activity | inhibition, % (tested at 7.5 µM) | hit rate 0.82% among 300,000; in the data active means inhibition above about 60%;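 further: H4 neuroglioblastoma cells stably carrying SNCA 5'UTR luciferase fusion; 0% = DMSO wells and 100% = positive control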
HIF activator = HIF pathway transcriptional activators, primary screen, cell-based, U2OS HRE-luciferase, luminescence | hit rate 0.32% among 300,000 | activation, % at 7.5 µM (by protocol) | U2OS HRE-luciferase reporter; normalized: DMSO 0%, desferrioxamine 100%;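 active means mean activation of at least 10% of the iron chelator positive control signal, with at least half of replicates also reaching 10%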
TRPC6 inh = mouse TRPC6 channel inhibitors, primary screen, cell-based, HEK293, membrane potential dye; ACh-evoked depolarization; active compounds read low; hit rate 1.1% among 310,000; AID 2553, 2010; B-score at 10 µM; Short transient receptor potential channel 6 (Mus musculus), Q61143;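 active means B-score under library mean minus 3 SD, initial fluorescence not abnormally high, positive integrated signal ratio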;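 further: B-score derived from integrated fluorescence ratio over the kinetic read; more negative B-score means stronger inhibition of depolarization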
KLF5 inh = KLF5 expression inhibitors, primary screen, DLD-1 cells, luminescence. DLD-1 KLF5 promoter-luciferase reporter. inhibition, % at 5 µM. hit rate 0.23% among 290,000. AID 1700, 2009;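 active means inhibition above a per-plate limit of that plate's mean compound inhibition plus 3 SD, cut at about 60% in these data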;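 further: 0% = DMSO wells and 100% = LY294002 at 200 µM; higher means less KLF5 promoter-driven luciferase light; inactives centre near -14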
TRPC4 agonist = activators of mouse TRPC4 channel, primary screen, Fluo4 calcium, HEK293 TRPC4beta/mu-opioid cells; Short transient receptor potential channel 4 (Mus musculus), Q9QUQ5; Fluo4 calcium fluorescence; active compounds read high; B-score at 10 µM; hit rate 0.49% among 310,000; AID 2237, 2010;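 active means B-score above 5 SD of library B-scores, and initial fluorescence ratio not above library mean plus 5 SD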;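 further: positive B-score marks a calcium rise read as TRPC4 activation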
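Technique: kinetic Fluo4 calcium fluorescence; Test system: TRPC4beta and mu-opioid receptor HEK293 stable cells; Measure: B-scored integrated calcium fluorescence ratio; Benchmarks: low control buffer alone, high control maximal DAMGO; Schedule: 45 min room-temperature Fluo4 loading, 110 s read.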
IEC-6 cytotox = cytotoxicity in IEC-6 intestinal epithelial cells, primary screen, cytotoxicity control for KLF5 inhibitor project, cell-based, luminescence. IEC-6 cytotoxicity, luminescence viability. AID 1825, 2009. inhibition, % at 5 µM. hit rate 0.78% among 290,000; in the data active means inhibition above about 22%;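 further: 0% = plate median of test compound wells and 100% = cytotoxic reference compound wells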
Starred values were filed as active, the others as inactive.

CCOC(=O)C1CCN(CC(=O)Nc2c(C(=O)OC)[nH]c3cccc(Cl)c23)CC1 was read as MrgX1 antagonist inactive, TRPC4 potent inactive, TRPC6 act inactive, SKKanGAS inh -2, TRPC4 block inactive, aSyn UTR inh 14, HIF activator -0.4, TRPC6 inh inactive, KLF5 inh -29, TRPC4 agonist inactive and IEC-6 cytotox 1.
Screening O=[N+]([O-])c1ccc(C(=S)N2CCN(c3ccc(F)cc3)CC2)cc1 returned MrgX1 antagonist inactive, TRPC4 potent inactive, TRPC6 act inactive, SKKanGAS inh -13, TRPC4 block inactive, aSyn UTR inh -2, HIF activator 0.1, TRPC6 inh inactive, KLF5 inh -18, TRPC4 agonist inactive and IEC-6 cytotox 7.
For CCCn1c(SCC(=O)Nc2nc3c(s2)CCCC3)nc2c1c(=O)n(C)c(=O)n2C the results were MrgX1 antagonist inactive, TRPC4 potent inactive, TRPC6 act inactive, SKKanGAS inh 11, TRPC4 block inactive, aSyn UTR inh 31, HIF activator 0.8, TRPC6 inh inactive, KLF5 inh -5, TRPC4 agonist inactive and IEC-6 cytotox 2.
Cc1cc(C)cc(NC(=O)Cn2nnc(C(=O)NCc3ccc(F)cc3)c2N)c1 was read as MrgX1 antagonist inactive, TRPC4 potent inactive, TRPC6 act inactive, SKKanGAS inh -7, TRPC4 block inactive, aSyn UTR inh 19, HIF activator -0.7, TRPC6 inh inactive, KLF5 inh 1, TRPC4 agonist inactive and IEC-6 cytotox 2.
Cn1nnnc1SCC(=O)Nc1ccccc1N1CCOCC1 was read as MrgX1 antagonist inactive, TRPC4 potent inactive, TRPC6 act inactive, SKKanGAS inh -1, TRPC4 block inactive, aSyn UTR inh 6, HIF activator -0.4, TRPC6 inh inactive, KLF5 inh -9, TRPC4 agonist inactive and IEC-6 cytotox -1.
For Cc1[nH]n(-c2ccccc2)c(=O)c1-c1ccccc1 the results were MrgX1 antagonist inactive, TRPC4 potent inactive, TRPC6 act inactive, SKKanGAS inh -2, TRPC4 block inactive, aSyn UTR inh -9, HIF activator -0.3, TRPC6 inh inactive, KLF5 inh -42, TRPC4 agonist inactive and IEC-6 cytotox -1.
`O=c1ccn(CCc2c[nH]c3ccccc23)c2c1CCCC2` gave MrgX1 antagonist inactive, TRPC4 potent inactive, TRPC6 act inactive, SKKanGAS inh -3, TRPC4 block inactive, aSyn UTR inh 10, HIF activator -0.3, TRPC6 inh inactive, KLF5 inh -9, TRPC4 agonist inactive and IEC-6 cytotox 3.
`O=C1C(C=NCc2ccccn2)=C(O)c2ccccc21` gave MrgX1 antagonist inactive, TRPC4 potent inactive, TRPC6 act inactive, SKKanGAS inh -4, TRPC4 block inactive, aSyn UTR inh -106, HIF activator 2.0, TRPC6 inh inactive, KLF5 inh -108, TRPC4 agonist inactive and IEC-6 cytotox 5.
For O=C(NCCOc1ccccc1)c1ccc2c(c1)OCO2 the results were MrgX1 antagonist inactive, TRPC4 potent inactive, TRPC6 act inactive, SKKanGAS inh 0, TRPC4 block inactive, aSyn UTR inh 38, HIF activator -2.6, TRPC6 inh inactive, KLF5 inh -26, TRPC4 agonist inactive and IEC-6 cytotox -1.
CCN(CC)c1ccc(/C=N/N(c2ccccc2)c2ccccc2)c(O)c1 was read as MrgX1 antagonist inactive, TRPC4 potent inactive, TRPC6 act inactive, SKKanGAS inh -3, TRPC4 block inactive, aSyn UTR inh -32, HIF activator -0.1, TRPC6 inh inactive, KLF5 inh -21, TRPC4 agonist inactive and IEC-6 cytotox 4.
Cc1ccc(C)c(OCCNc2ccc([N+](=O)[O-])cn2)c1 was read as MrgX1 antagonist inactive, TRPC4 potent inactive, TRPC6 act inactive, SKKanGAS inh -3, TRPC4 block inactive, aSyn UTR inh -7, HIF activator -1.4, TRPC6 inh inactive, KLF5 inh -10, TRPC4 agonist inactive and IEC-6 cytotox 3.
`C=CCOn1c(=O)c(C)[n+]([O-])c2ccccc21` gave MrgX1 antagonist inactive, TRPC4 potent inactive, TRPC6 act inactive, SKKanGAS inh -2, TRPC4 block inactive, aSyn UTR inh 10, HIF activator -0.2, TRPC6 inh inactive, KLF5 inh 11, TRPC4 agonist inactive and IEC-6 cytotox 8.
For CC(=O)c1ccc(N2CCN(C(=O)c3cccc(Oc4ccccc4)c3)CC2)cc1 the results were MrgX1 antagonist inactive, TRPC4 potent inactive, TRPC6 act inactive, SKKanGAS inh 14, TRPC4 block inactive, aSyn UTR inh -13, HIF activator 0.2, TRPC6 inh inactive, KLF5 inh -10, TRPC4 agonist inactive and IEC-6 cytotox 4.
`OCc1cc(Br)ccc1OCc1nc2ccccc2s1` gave MrgX1 antagonist inactive, TRPC4 potent inactive, TRPC6 act inactive, SKKanGAS inh -9, TRPC4 block inactive, aSyn UTR inh -70, HIF activator 5.7, TRPC6 inh inactive, KLF5 inh -133, TRPC4 agonist inactive and IEC-6 cytotox 10.
Screening Cc1csc(NC(=O)CSc2ncnc3ccccc23)n1 returned MrgX1 antagonist inactive, TRPC4 potent inactive, TRPC6 act inactive, SKKanGAS inh -3, TRPC4 block inactive, aSyn UTR inh -6, HIF activator 0.2, TRPC6 inh inactive, KLF5 inh -29, TRPC4 agonist inactive and IEC-6 cytotox -4.

Brought forward from above: 2 compounds, then new ones.
`OCc1cc(Br)ccc1OCc1nc2ccccc2s1` gave MrgX1 antagonist inactive, TRPC4 potent inactive, TRPC6 act inactive, SKKanGAS inh -9, TRPC4 block inactive, aSyn UTR inh -70, HIF activator 5.7, TRPC6 inh inactive, KLF5 inh -133, TRPC4 agonist inactive and IEC-6 cytotox 10.
Screening Cc1csc(NC(=O)CSc2ncnc3ccccc23)n1 returned MrgX1 antagonist inactive, TRPC4 potent inactive, TRPC6 act inactive, SKKanGAS inh -3, TRPC4 block inactive, aSyn UTR inh -6, HIF activator 0.2, TRPC6 inh inactive, KLF5 inh -29, TRPC4 agonist inactive and IEC-6 cytotox -4.
For CCC(C)Oc1ccccc1C1CC(=O)NC2=C1C(=O)CCC2 (stereo not drawn) the results were MrgX1 antagonist inactive, TRPC4 potent inactive, TRPC6 act inactive, SKKanGAS inh -2, TRPC4 block inactive, aSyn UTR inh -57, HIF activator 1.3, TRPC6 inh inactive, KLF5 inh -1, TRPC4 agonist inactive and IEC-6 cytotox 7.
For CCCCc1ccc(Nc2ncnc3nc[nH]c23)cc1 the results were MrgX1 antagonist inactive, TRPC4 potent inactive, TRPC6 act inactive, SKKanGAS inh 7, TRPC4 block inactive, aSyn UTR inh 46, HIF activator 2.6, TRPC6 inh inactive, KLF5 inh -117, TRPC4 agonist inactive and IEC-6 cytotox -4.
Screening Cc1ccc(P(=O)(OCCN2CCOCC2)C(C)(C)C)o1 (stereo not drawn) returned MrgX1 antagonist inactive, TRPC4 potent inactive, TRPC6 act inactive, SKKanGAS inh -3, TRPC4 block inactive, aSyn UTR inh 16, HIF activator 0.0, TRPC6 inh inactive, KLF5 inh -10, TRPC4 agonist inactive and IEC-6 cytotox -3.
`O=C(C1=C(O)/C(=C/c2ccc(O)cc2)CCC1)C(F)(F)F` gave MrgX1 antagonist inactive, TRPC4 potent inactive, TRPC6 act inactive, TRPC4 block inactive, TRPC6 inh inactive, KLF5 inh -44, TRPC4 agonist inactive and IEC-6 cytotox -4.
Screening CC1(OC(=O)C2CCCC2)C(=O)C=C2C=C(c3ccsc3)N(CCN3CCOCC3)C=C2C1=O (stereo not drawn) returned TRPC4 potent inactive, TRPC6 act inactive, SKKanGAS inh 0, TRPC4 block inactive, aSyn UTR inh -2, HIF activator -0.2, TRPC6 inh inactive and TRPC4 agonist inactive.
`Cc1ccc(S(=O)(=O)N2CCCOC2)cc1` gave MrgX1 antagonist inactive, TRPC4 potent inactive, TRPC6 act inactive, SKKanGAS inh 2, TRPC4 block inactive, aSyn UTR inh 15, HIF activator -0.2, TRPC6 inh inactive, KLF5 inh -20, TRPC4 agonist inactive and IEC-6 cytotox 3.
Screening CC(=O)Nc1nc(-c2ccc3c(c2)CC(C)N3C(=O)C2CC2)c(C)s1 (stereo not drawn) returned MrgX1 antagonist inactive, TRPC4 potent inactive, TRPC6 act inactive, SKKanGAS inh 16, TRPC4 block inactive, aSyn UTR inh -295, HIF activator 5.4, TRPC6 inh inactive, KLF5 inh -40, TRPC4 agonist inactive and IEC-6 cytotox 7.
Screening CCC(C)n1c(S(=O)(=O)O)nc2ccccc21 (stereo not drawn) returned MrgX1 antagonist inactive, TRPC4 potent inactive, TRPC6 act inactive, SKKanGAS inh 0, TRPC4 block inactive, aSyn UTR inh -9, HIF activator 0.0, TRPC6 inh inactive, KLF5 inh -27, TRPC4 agonist inactive and IEC-6 cytotox 2.
Screening CCOC(=O)c1cnc2c(C)c(-c3ccccc3)[nH]n2c1=O returned MrgX1 antagonist inactive, TRPC4 potent inactive, TRPC6 act inactive, SKKanGAS inh 3, TRPC4 block inactive, aSyn UTR inh 4, HIF activator 0.1, TRPC6 inh inactive, KLF5 inh -39, TRPC4 agonist inactive and IEC-6 cytotox 0.
For Nc1ccc(Oc2ccc(F)cc2)nc1 the results were MrgX1 antagonist inactive, TRPC4 potent inactive, TRPC6 act inactive, SKKanGAS inh 1, TRPC4 block inactive, aSyn UTR inh -9, HIF activator -0.2, TRPC6 inh inactive, KLF5 inh -14, TRPC4 agonist inactive and IEC-6 cytotox 2.
CCOC(=O)c1ccc(CNC(=O)CSc2nc(NC(=O)c3ccccc3)c3c(C)c(C)oc3n2)cc1 was read as MrgX1 antagonist inactive, TRPC4 potent inactive, TRPC6 act inactive, SKKanGAS inh 5, TRPC4 block inactive, aSyn UTR inh 15, HIF activator -0.4, TRPC6 inh inactive, KLF5 inh -19, TRPC4 agonist inactive and IEC-6 cytotox -1.
Cc1cc(N2CCOCC2)ncc1[N+](=O)[O-] was read as MrgX1 antagonist inactive, TRPC4 potent inactive, TRPC6 act inactive, SKKanGAS inh 0, TRPC4 block inactive, aSyn UTR inh 22, HIF activator -0.3, TRPC6 inh inactive, KLF5 inh -17, TRPC4 agonist inactive and IEC-6 cytotox -3.
